# Screening data from PubChem BioAssay.
# Vif imaging – blocks HIV Vif function | inhibition, % at 7.49 µM | 340,000 tested, 0.35% active | HEK293T cells, Vif self-association by quenched fluorescence, imaging, 24 h; in the data active = inhibition above about 50%, passing the limit was not always enough; note: some results filed as inactive read as strong as hits
# aDG glyco up – alpha-DG glycosylation activation; Pro5-aDG cells, alpha-DG glycosylation AlphaScreen (IIH6); 0% Pro5, 100% B10-LARGE cell signal; activation, % at 10 µM; 360,000 tested, 0.22% active; AID 624168;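 active = activation of at least 8% versus controls, or a plate z-score of at least 8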;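 note: Pro5 are CHO cells carrying HIG-tagged alpha-DG that lacks glycosylation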
# TLR9-MyD88 inh – blocks human TLR9 binding to MyD88. Q9NR96+Q99836. inhibition, % at 4.98 µM. AID 504734. CHO BLA complementation TLR9-MyD88, CCF4 FRET ratio. 340,000 tested, 0.21% active;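 active = inhibition above the mean over all tested compounds plus 3 SD, cut at about 21% in these data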;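 note: 0% = DMSO only wells and 100% = clavulanate BLA inhibitor control wells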
# Target sequence (Q99836 whole entry, looked up): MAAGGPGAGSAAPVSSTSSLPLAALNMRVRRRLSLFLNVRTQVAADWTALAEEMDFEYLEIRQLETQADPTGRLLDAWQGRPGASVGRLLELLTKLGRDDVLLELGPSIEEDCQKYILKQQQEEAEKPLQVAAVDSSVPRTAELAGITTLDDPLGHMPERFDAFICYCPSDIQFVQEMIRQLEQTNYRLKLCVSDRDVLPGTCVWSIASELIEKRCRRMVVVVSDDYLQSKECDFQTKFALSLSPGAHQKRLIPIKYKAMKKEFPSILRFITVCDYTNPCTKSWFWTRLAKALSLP
# Target sequence (Q9NR96 whole entry, looked up): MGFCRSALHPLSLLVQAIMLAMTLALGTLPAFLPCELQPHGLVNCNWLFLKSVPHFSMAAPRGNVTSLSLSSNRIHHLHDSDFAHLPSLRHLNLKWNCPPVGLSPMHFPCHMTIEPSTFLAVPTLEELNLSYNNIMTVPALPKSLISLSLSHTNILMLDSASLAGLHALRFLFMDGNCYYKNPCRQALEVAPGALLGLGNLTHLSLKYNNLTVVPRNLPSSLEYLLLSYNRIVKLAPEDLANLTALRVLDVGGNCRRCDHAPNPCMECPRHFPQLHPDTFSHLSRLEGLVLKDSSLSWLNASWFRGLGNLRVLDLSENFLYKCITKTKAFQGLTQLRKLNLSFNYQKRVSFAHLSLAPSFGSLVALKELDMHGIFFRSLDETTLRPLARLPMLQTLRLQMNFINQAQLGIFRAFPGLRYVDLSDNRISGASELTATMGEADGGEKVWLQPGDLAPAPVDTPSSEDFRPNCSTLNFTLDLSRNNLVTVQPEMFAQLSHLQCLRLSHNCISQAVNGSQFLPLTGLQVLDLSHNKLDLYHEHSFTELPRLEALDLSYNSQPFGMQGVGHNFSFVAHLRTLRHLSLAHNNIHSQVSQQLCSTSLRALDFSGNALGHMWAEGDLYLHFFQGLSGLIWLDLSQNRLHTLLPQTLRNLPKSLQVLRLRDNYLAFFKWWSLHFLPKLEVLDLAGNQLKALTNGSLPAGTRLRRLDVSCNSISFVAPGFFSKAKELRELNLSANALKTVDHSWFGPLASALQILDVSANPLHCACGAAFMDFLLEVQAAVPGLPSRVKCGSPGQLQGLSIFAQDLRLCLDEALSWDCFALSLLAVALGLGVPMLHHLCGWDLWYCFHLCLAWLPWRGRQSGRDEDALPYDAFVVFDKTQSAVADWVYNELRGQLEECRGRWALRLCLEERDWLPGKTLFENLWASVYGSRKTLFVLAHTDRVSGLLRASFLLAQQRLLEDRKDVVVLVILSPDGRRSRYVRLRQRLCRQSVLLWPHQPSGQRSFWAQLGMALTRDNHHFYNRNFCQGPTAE
# ABHD5 PLIN5 PPI – inhibitors of human ABHD5-perilipin-5 interaction. Q00G26+Q8WTS1. Split G. princeps luciferase complementation, luminescence, 4 h. inhibition, % at 4 µM. 360,000 tested, 0.78% active;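 active = inhibition above the mean inhibition across every tested compound plus 3 SD, cut at about 22% in these data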;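 note: 0% = DMSO only wells and the 100% control is not disclosed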
# Glyco luc inh – blocks N-linked glycosylation in D54 reporter cells; D54 ERlucT glycosylation luciferase reporter, 24 h; percent of 100 nM tunicamycin response; reporter increase, % at 12.5 µM; 360,000 tested, 0.23% active; AID 588692;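 active = mean luciferase reporter signal, scaled so untreated is 0 and the glycosylation-blocking control 100, at or above a set limit in every replicate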;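 note: luciferase carries N-glycosylation sites so blocking glycosylation raises the light; 0% = median of neutral control wells and 100% = median of 100 nM tunicamycin wells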
# MC4R barr agon – human MC4R agonism via beta-arrestin. P32245. U2OS MC4R beta-arrestin complementation, luminescence; percent of melanotan II response, DMSO zero. activation, % at 8.9 µM. 360,000 tested, 0.98% active;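 active = activation above a per-plate cutoff, the mean activation of sample wells on that plate plus 3 SD, cut at about 8% in these data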
# NOD2 RIPK2 PPI – inhibitors of human NOD2-RIPK2 interaction; inhibition, % at 4.98 µM; 360,000 tested, 0.38% active; O43353; CHO BLA complementation NOD2-RIPK2, CCF4 ratio; in the data active = inhibition above about 21%;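 note: 0% = vehicle only and 100% = reference blocker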
# ABCB6 inh 2 – inhibitors of human ABC transporter ABCB6; Q9NP58; K562-ABCB6 porphyrin accumulation, flow cytometry, 1 h; stronger effect = lower value; fluorescence ratio to DMSO, % at 10 µM; 360,000 tested, 0.19% active;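 active = fluorescence ratio to DMSO below 75%, the collection mean minus 3 SD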;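 note: signal is porphyrin accumulated inside mitochondria; 100% equals median channel fluorescence of DMSO control wells; lower ratio means ABCB6 inhibition with less porphyrin fluorescence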
# MC4R antagonist – human MC4R antagonism in cAMP assay; MC4R-expressing cells, MTII-stimulated cAMP, LANCE TR-FRET; inhibition, % at 6.5 µM; 360,000 tested, 0.48% active; P32245;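 active = inhibition above its plate's cutoff, the mean of tested wells on that plate plus 3 SD, cut at about 29% in these data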;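 note: 0% = Melanotan II alone and 100% = Melanotan II plus saturating MCL0020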
#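 System – human MC4R-expressing U2OS cells · Also added – Melanotan II · Dosing – one concentration, 6.5 µM nominal · Timing – 30-min compound, 1-h challenge, 1-h detection, room temperature · Measured by – Eu-cAMP/anti-cAMP TR-FRET, emission 671 nm · Replicates – singlicate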
# Exocytosis inh – lytic granule exocytosis inhibition | TALL-104 LAMP-1 surface exposure, flow cytometry; cells stimulated with thapsigargin and PMA | inhibition, % at 10 µM | 360,000 tested, 0.66% active | AID 651702;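 active = inhibition above about 55%, limit read from the data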
# Active calls of the source: *; / = no result given; & = joins results of further samples.
nr	molecule	Vif imaging	aDG glyco up	TLR9-MyD88 inh	ABHD5 PLIN5 PPI	Glyco luc inh
1	Cc1cc(C)n(-c2nc3ccccc3c(=O)n2OCc2ccc(Cl)cc2)n1	-5	0.4	-1	-6	-3
2	Cc1cccc(NC(NC(=O)c2ccccn2)C(Cl)(Cl)Cl)c1 (configuration not stated)	-11	-0.1	-5	0	0
3	Cc1ccc(C(=O)O/N=C(\N)Cc2cccs2)c(Cl)c1	/	0.0	-4	4	-7
4	Cc1sc2nc(-c3ccco3)oc(=O)c2c1C	/	0.0	-1	2	1
5	O=C(COC(=O)c1c2c(nc3ccccc13)CCCCC2)NCc1ccc2c(c1)OCO2	-2	-0.3	1	-2	-2
6	CCn1c(SCC(=O)Nc2nnc(C)s2)nnc1C(C)NC(=O)c1ccccc1 (configuration not stated)	5	-0.1	-20	6	1
7	Cc1cccc(-n2c(SCC(N)=O)nnc2-c2ccco2)c1	12	0.0	-2	-1	1
8	CC(NC(=O)Cn1cnc([N+](=O)[O-])n1)c1ccccc1 (configuration not stated)	25	-0.3	-10	1	-1
9	O=C(c1ccncc1)N1CCN(S(=O)(=O)c2cccc(F)c2)CC1	9	0.0	0	-1	4
10	Cc1ccc(F)cc1NC(=O)CCOc1ccccc1	11	0.1	-6	-9	0
11	c1ccc(Sc2ncnc3ccccc23)cc1	/	-0.1	/	12	1
12	Cc1ccc(/C=C2/SC(=S)N(c3ccc(S(=O)(=O)Nc4nccs4)cc3)C2=O)cc1	-7	0.1	8	11	-15

nr	MC4R barr agon	NOD2 RIPK2 PPI	ABCB6 inh 2	MC4R antagonist	Exocytosis inh
1	5.0	1	105	10	4
2	-1.6	-8	101	14	7
3	1.4	-4	98	12	-5
4	-0.1	-11	193	-5	4
5	-1.9	-2	100	-3	6
6	-1.2	-3	99	3	-23
7	-1.0	-11	95	23	-25
8	0.2	-6	103	6	5
9	-3.4	-7	96	1	1
10	-1.8	-5	97	6	0
11	-0.5	-8	95	-5	-6
12	0.2	-13	104	12	15

# Continuation:
nr	molecule	Vif imaging	aDG glyco up	TLR9-MyD88 inh	ABHD5 PLIN5 PPI	Glyco luc inh
13	CCC(C)(C)NC(=O)C(c1cccc(OC)c1OC)N(C(=O)CCC(=O)Nc1cc(C)on1)c1ccc2c(c1)OCCO2 (configuration not stated)	18	0.0	-2	4	4
14	COCC(=O)Nc1nc2ccc(C)cc2s1	-5	-0.3	3	-4	-8
15	C[C@H](CO)N1C[C@H](C)[C@@H](CN(C)C(=O)Nc2cc(F)ccc2F)Oc2ncc(-c3cccc(F)c3)cc2C1=O	/	-0.3	-1	4	-1
16	Cc1ccc(NC(=O)N2CCC(C(=O)Nc3ccc(C)cc3C)CC2)cc1	8	0.0	-2	-1	-1
17	COc1ccc(/C=N/OCC(=O)Nn2c(C)nc3ccccc3c2=O)cc1	-3	-0.1	-3	2	1
18	Cc1cc(NC(=O)C2CCN(C(=O)c3ccco3)CC2)ccc1Br	4	-0.3	-3	6	0
19	O=C(Oc1nsnc1N1CCCCC1)N1CCOCC1	/	0.1	-1	-2	2
20	CCC1CCCCN1Cc1nc2c(c(=O)n(C)c(=O)n2C)n1Cc1ccccc1 (configuration not stated)	0	0.0	-12	-8	-1
21	CC(C)Cc1cc(C(=O)Nc2ccccc2)c2ccccc2n1	0	-0.1	-16	-3	-5
22	Cc1cc(/C=C2/NC(=O)NC2=O)c(C)n1-c1ccc(N2CCOCC2)cc1	-15	-0.8	5	6	-1
23	COc1cc(/C=N/n2cnnc2)ccc1OCc1ccc(C)cc1	1	-0.2	-14	-1	-2
24	CC(C)(C)NC(=O)Cn1c(=O)oc2cc(S(=O)(=O)N3CCc4ccccc43)ccc21	-6	0.0	-3	-4	-3

nr	MC4R barr agon	NOD2 RIPK2 PPI	ABCB6 inh 2	MC4R antagonist	Exocytosis inh
13	-0.8	-8	97	13	-8
14	-1.4	1	89	1	4
15	0.1	-14	100	5	-6
16	-2.2	0	94	11	-4
17	-2.0	-14	96	6	-1
18	-1.9	4	100	4	-4
19	-1.9	2	115	9	1
20	6.7	-2	99	2	8
21	2.2	2	98	12	-6
22	1.3	-12	108	-8	18
23	-0.9	-17	101	-8	6
24	0.0	5	106	11	-2

# Remaining list, next part:
nr	molecule	Vif imaging	aDG glyco up	TLR9-MyD88 inh	ABHD5 PLIN5 PPI	Glyco luc inh
25	CC(C)CC(=O)C(=O)O	-3&-5	-0.2&-0.1	-7&7	-2&1	1&0
26	CC(OC(=O)c1ccc([N+](=O)[O-])o1)C(=O)NC1CCCCC1C (configuration not stated)	33	0.1	0	-2	-3
27	O=[n+]1c2c(n([O-])c3c1CCCC3)CCCC2	7	-0.3	-4	4	0
28	COc1cc(-c2[nH]ncc2CN2CCN(c3cccc(C)n3)CC2)cc(OC)c1OC	-3	0.1	-2	2	9
29	O=C(c1ccc(F)cc1)C1CCN(Cc2ccccc2F)CC1	0	-0.1	7	-6	-2
30	COc1ccc(OC(=O)c2cc(S(=O)(=O)N3CCCC3)ccc2Cl)cc1	3	0.1	-3	-3	2
31	N#Cc1ccccc1S(=O)(=O)N1CCN(CC(=O)NCC2(N3CCOCC3)CCCCC2)CC1	-4	-0.1	2	-4	-1
32	COc1ccc2c(c1)C(=O)OC2CC(=O)O (configuration not stated)	13	0.1	6	8	-1
33	O=C(NCCCN1CCOCC1)C(C(=O)c1ccccc1)n1ccccc1=O (configuration not stated)	3	0.0	-1	-2	0
34	COc1ccccc1NC(=O)C(C)NS(=O)(=O)c1ccccc1 (configuration not stated)	1	1.3	5	3	2
35	Cc1cc(C)nc(Sc2ccc3nnnn3n2)n1	4	0.1	-6	-7	-4
36	CCCCSc1nc2sc3c(c2c(=O)n1-c1ccc(C)cc1)CCN(C)C3	7	-0.1	-16	4	0

nr	MC4R barr agon	NOD2 RIPK2 PPI	ABCB6 inh 2	MC4R antagonist	Exocytosis inh
25	-1.4&-0.2	-1&-15	105&97	-2&7	1&-2
26	-0.1	-10	99	19	0
27	0.6	-5	101	4	0
28	0.6	-5	100	7	-2
29	1.1	-10	97	-1	-7
30	-1.1	-8	106	2	-1
31	-2.2	4	100	22	0
32	-2.2	4	92	-4	1
33	-1.6	5	94	10	0
34	-0.2	6	99	3	-4
35	0.2	-6	104	-6	0
36	-2.4	8	96	6	-12

# (more compounds)
nr	molecule	Vif imaging	aDG glyco up	TLR9-MyD88 inh	ABHD5 PLIN5 PPI	Glyco luc inh
37	COc1ccccc1-c1cnc(C(O)c2cc(C)c(OC)c(C)c2)[nH]1 (configuration not stated)	-16	0.3	/	0	10
38	O=C(c1cccc(Br)c1)c1coc2ccc(O)cc12	0	0.1	5	-3	1
39	COc1ccccc1NC(=O)c1ccc(NC(=O)c2ccco2)cc1	6	0.5	-9	9	-3
40	O=C(CCNS(=O)(=O)c1ccccc1C(F)(F)F)NCC(c1ccco1)N1CCCCC1 (configuration not stated)	-2	0.0	-4	-27	-3
41	O=C(Nc1ccccc1)OCCCCOC(=O)Nc1ccccc1	-18	0.8	-28	5	1
42	Cc1cccc2cc(C(c3nnnn3Cc3ccc4c(c3)OCO4)N3CCCC3)c(=O)[nH]c12 (configuration not stated)	1	0.0	-12	6	-1
43	O=C(c1ccc2c(c1)OCO2)N1CCNc2ccccc2C1	1	0.2	3	8	1
44	COc1ccccc1S(=O)(=O)N[C@@H]1CC[C@@H](CCn2cc(C3CC3)nn2)O[C@@H]1CO	/	-0.1	/	-11	/
45	Cc1cc(Cl)cc2sc(=S)[nH]c12	12	-0.2	4	-6	1
46	CCOc1c2ccc(C(=O)NCCc3cccs3)cc2nn1CC	4	0.0	-2	-3	0
47	COc1cc(C2NC(=O)NC(C)=C2C(=O)OC(C)C)ccc1OC(=O)c1ccco1 (configuration not stated)	/	0.0	-8	0	3
48	COc1cc(-c2ccc(NC(C)=O)c(OC)c2)ccc1NC(C)=O	3	0.1	2	-4	1

nr	MC4R barr agon	NOD2 RIPK2 PPI	ABCB6 inh 2	MC4R antagonist	Exocytosis inh
37	0.0	14	93	-3	-1
38	-2.5	-2	97	4	1
39	1.1	8	103	13	-1
40	-0.3	7	103	3	13
41	0.8	-2	99	-2	-5
42	0.2	7	95	15	0
43	-0.2	-9	93	4	0
44	/	-8	/	/	13
45	-3.3	-7	98	8	8
46	0.7	2	101	2	-2
47	1.7	-10	95	4	8
48	0.5	-4	97	-2	-10

# Other compounds follow.
nr	molecule	Vif imaging	aDG glyco up	TLR9-MyD88 inh	ABHD5 PLIN5 PPI	Glyco luc inh
49	O=C1CCC(C(=O)OCc2cc(Cl)ccc2OC(F)F)N1 (configuration not stated)	9	-0.3	2	-4	0
50	COc1ccc(NC(=O)c2cccc(Oc3ccccc3)c2)cn1	-6	0.0	-9	-3	22
51	CN1C(=O)C(=O)/C(=C(/O)c2ccc(Br)cc2)C1c1ccc(F)cc1 (configuration not stated)	-5	-0.1	-8	-2	1
52	Cc1c(CCC(=O)O)c(=O)oc2c(C)c(OCc3ccccc3Cl)ccc12	16	0.0	18	-7	3
53	COc1cccc(N2CCN(c3ccc4nnc(CCC(=O)Nc5ccc(C)cn5)n4n3)CC2)c1	-11	1.4	-1	-7	2
54	CCOc1ccc(NC(=S)c2ccncc2)cc1	-5	1.7	-5	-1	-2
55	CC(C)C(NS(=O)(=O)c1ccc2c(c1)oc(=O)n2C)C(=O)N1CCN(Cc2ccccc2)CC1 (configuration not stated)	7	-0.1	3	2	-1
56	Nc1ccn(Cc2cccc(F)c2)n1	10	-0.2	3	-1	0

nr	MC4R barr agon	NOD2 RIPK2 PPI	ABCB6 inh 2	MC4R antagonist	Exocytosis inh
49	-0.4	-3	99	5	-1
50	1.5	-3	106	-18	1
51	0.3	8	99	5	-2
52	0.2	-8	98	17	-7
53	-2.3	14	92	8	0
54	2.8	-6	99	9	-3
55	-1.5	-7	99	0	-8
56	-2.2	3	103	20	-3

# Some of the compounds tested; count on the stated rates, not on these rows.
